# Screening data deposited in PubChem BioAssay by The Scripps Research Institute Molecular Screening Center.
# CHO-K1 Ca PAM: nonselective activator or artifact in parental CHO-K1 calcium assay. ATP EC20, Fluo-8 calcium fluorescence; 0% at ATP EC20, 100% at ATP max. activation, % at 3 µM. 360,000 tested, 0.02% active;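 active = activation above the run cutoff, the mean activation of all test compounds plus 3 SD, cut at about 40% in these data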;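 also: peak over basal fluorescence ratio in a 140 s read after ATP addition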
# M5 PAM: positive allosteric modulators of human muscarinic M5 receptor. CHO-K1 hM5, Fluo-8 calcium, ACh EC20 PAM; 0% = ACh EC20, 100% = ACh EC100. activation, % at 3 µM. 360,000 tested, 0.3% active;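 active = activation above the run cutoff, the mean activation of all test compounds plus 3 SD, cut at about 18% in these data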
# Target sequence (P08912 whole entry, looked up): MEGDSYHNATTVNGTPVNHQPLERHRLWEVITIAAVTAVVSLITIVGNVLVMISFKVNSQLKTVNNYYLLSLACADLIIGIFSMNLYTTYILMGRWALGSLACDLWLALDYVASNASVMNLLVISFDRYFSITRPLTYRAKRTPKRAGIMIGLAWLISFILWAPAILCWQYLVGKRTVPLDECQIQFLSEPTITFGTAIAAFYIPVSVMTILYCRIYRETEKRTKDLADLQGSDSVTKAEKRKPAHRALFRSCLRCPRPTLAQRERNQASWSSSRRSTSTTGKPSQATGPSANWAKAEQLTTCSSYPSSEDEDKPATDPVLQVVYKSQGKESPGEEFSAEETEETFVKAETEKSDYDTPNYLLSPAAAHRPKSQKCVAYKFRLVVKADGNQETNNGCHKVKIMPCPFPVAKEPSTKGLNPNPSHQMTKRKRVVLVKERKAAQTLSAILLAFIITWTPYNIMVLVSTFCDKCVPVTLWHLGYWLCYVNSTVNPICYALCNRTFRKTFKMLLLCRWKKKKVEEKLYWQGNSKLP
#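 system = human M5 receptor in CHO-K1 cells | compound = one concentration, 3 µM final (nominal) | schedule = Post-acetylcholine fluorescence recording 140 s | signal = Fluo-8 calcium dye fluorescence, kinetic read | benchmarks = low control EC20 acetylcholine (0%), high control EC100 acetylcholine (100%) | repeats = singlicate, one well per test compound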
# CHRM4 antagonist: blocks acetylcholine activation of human M4 receptor; P08173; CHO-hM4 cells, ACh EC80, Fluo-8 calcium fluorescence; inhibition, % at 3 µM; 360,000 tested, 0.73% active; AID 624125;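 active = inhibition above its plate's cutoff, the mean inhibition of sample wells plus 3 SD, cut at about 27% in these data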;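 also: 0% = acetylcholine EC80 with DMSO and 100% = DMSO without agonist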
# Target sequence (P08173 whole entry, looked up): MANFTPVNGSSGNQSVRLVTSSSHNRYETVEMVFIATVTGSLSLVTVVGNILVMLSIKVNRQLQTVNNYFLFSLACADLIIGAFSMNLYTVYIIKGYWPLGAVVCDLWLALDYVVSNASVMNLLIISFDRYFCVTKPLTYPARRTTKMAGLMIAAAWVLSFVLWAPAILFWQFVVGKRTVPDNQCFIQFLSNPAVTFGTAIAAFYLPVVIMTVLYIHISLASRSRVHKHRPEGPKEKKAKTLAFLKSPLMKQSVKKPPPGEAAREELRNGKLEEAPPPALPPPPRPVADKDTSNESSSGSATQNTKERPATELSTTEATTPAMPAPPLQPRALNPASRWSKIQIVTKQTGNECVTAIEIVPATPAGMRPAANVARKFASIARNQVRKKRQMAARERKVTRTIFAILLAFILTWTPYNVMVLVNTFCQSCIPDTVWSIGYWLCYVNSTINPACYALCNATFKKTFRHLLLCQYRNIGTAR
# CHRM4 PAM: CHRM4 positive allosteric modulation | 360,000 tested, 0.4% active | activation, % at 3 µM | P08173 | CHO-K1 hM4/Gqi5, Fluo-8 calcium fluorescence, ACh EC20; 0% = ACh EC20, 100% = maximal ACh;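 active = activation above its plate's cutoff, the mean activation of sample wells plus 3 SD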; also: some results filed as inactive read as strong as hits
# CHRM4 agonist: CHRM4 agonism in calcium assay; P08173; CHO-K1 hM4/Gqi5, Fluo-8 calcium fluorescence; vehicle 0%, full acetylcholine response 100%; activation, % at 3 µM; 360,000 tested, 0.14% active; AID 624127;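 active = activation above the run mean over all test wells plus 3 SD, cut at about 32% in these data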;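 also: peak over basal fluorescence ratio per well then scaled between controls; 0% = DMSO wells and 100% = acetylcholine at EC100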
# CHO-K1 Ca antag: nonselective inhibitor or artifact in parental CHO-K1 cells; ATP-induced calcium, Fluo-8 fluorescence; 360,000 tested, 0.6% active; inhibition, % at 3 µM;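 active = inhibition above a per-plate cutoff, the plate's mean sample inhibition plus 3 SD, cut at about 24% in these data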;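 also: 0% = DMSO plus EC80 ATP and 100% = DMSO alone without ATP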
# M1 ag parental: counter-screen for M1 agonists: effect in parental CHO-K1 cells | Fluo-8 calcium fluorescence; scaled to maximal ATP response, vehicle zero | AID 602248 | 360,000 tested, 0.48% active | activation, % at 3 µM; in the data active = activation above about 15%;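 also: untransfected CHO-K1 host cells lacking M1 receptor as counterscreen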
# M5 antag: antagonists of human muscarinic M5 receptor (CHRM5); P08912; CHO-hM5 cells, Fluo-8 calcium fluorescence, ACh EC80; inhibition, % at 3 µM; 360,000 tested, 0.59% active;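 active = inhibition above a per-plate cutoff, the mean of that plate's test compounds plus 3 SD, cut at about 27% in these data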;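 also: 0% = acetylcholine EC80 with DMSO and 100% = DMSO without agonist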
# CHRM5 agonist: agonists of human muscarinic M5 receptor (CHRM5); 360,000 tested, 0.19% active; activation, % at 3 µM; CHO-K1 hM5 cells, Fluo-8 calcium fluorescence; 0% DMSO wells, 100% maximal acetylcholine response; P08912;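 active = activation above the run's mean over test compounds plus 3 SD, cut at about 23% in these data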;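 also: signal is peak over basal fluorescence ratio across the kinetic read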
# Active calls of the source: *; / = not tested or not shown.
1) Cc1ccc(C(=O)CC(=O)c2cc(Cl)ccc2O)cc1
2) Cn1c(SCc2ccc(Cl)cc2)nc(C(F)(F)F)cc1=O
3) COc1ccc(S(=O)(=O)Nc2ccc3c(c2)N(C(C)=O)CCC3)cc1
4) Cc1ccc(-n2c3nc(=O)n(C)c(=O)c-3cc3ccccc32)cc1
5) Cc1cc(=O)[nH]c2n[nH]c(-c3ccccc3)c12
6) NC(=O)C1CCN(C(=O)c2cc3ccccn3n2)CC1

compound no.	1	2	3	4	5	6
CHO-K1 Ca PAM	16	15	-18	19	-4	-1
M5 PAM	-3	4	-13	16	-2	1
CHRM4 antagonist	-4	-3	-2	-5	3	-3
CHRM4 PAM	11	4	-4	3	-2	3
CHRM4 agonist	1	2	10	1	0	0
CHO-K1 Ca antag	-30	-19	11	-15	15	14
M1 ag parental	-0.3	0.8	7.5	0.0	0.5	2.1
M5 antag	-4	-4	2	-14	4	2
CHRM5 agonist	1	-2	8	5	-2	2

7) Cc1nn(-c2ccccc2)c2c1CC(=O)Nc1ccccc1-2
8) CCCCCN(C(=O)NC(=O)Nc1nncs1)S(C)(=O)=O
9) CC(=O)c1c(N2CCN(Cc3ccccc3)CC2)nc(=S)n(-c2ccccc2)c1C
10) O=C(CCC1CCN(C(=O)C2CC=CCC2)CC1)Nc1ccccc1 (stereo unspecified)
11) O=C(COC(=O)/C=C/c1cccc(Cl)c1)NCc1cccs1
12) CC(=O)c1c(C)[nH]c(C(=O)OCC(=O)N2c3ccccc3NC(=O)C2(C)C)c1C

compound no.	7	8	9	10	11	12
CHO-K1 Ca PAM	-1	-1	19	12	20	-5
M5 PAM	1	-5	-1	3	3	-3
CHRM4 antagonist	-12	-6	-6	5	-6	4
CHRM4 PAM	1	-6	-8	-2	13	0
CHRM4 agonist	1	0	4	2	5	4
CHO-K1 Ca antag	9	-2	-14	-7	-19	-1
M1 ag parental	-0.7	-0.2	3.4	2.1	3.4	1.5
M5 antag	-4	2	5	-1	-2	-2
CHRM5 agonist	-1	2	-4	2	5	0

13) O=C(CCC(=O)Nc1ccccc1Cl)NN=C1CCCC1
14) CCCc1cc(=O)[nH]c(SCc2ccc(F)cc2)n1
15) O=C(N/N=C/c1cccc(F)c1)c1csc2c1CCCC2
16) CCC(C)(C(=O)NC1CCCC1)N(C)C(=O)c1ccccn1 (stereo unspecified)
17) Cc1ccccc1-c1nc(CS(=O)(=O)CC(=O)NCCCN2CC(C)CC(C)C2)c(C)o1 (stereo unspecified)
18) CC1(C(=O)NS(=O)(=O)c2cccs2)CCN1C(=O)c1ccccc1CCc1ccccc1 (stereo unspecified)

compound no.	13	14	15	16	17	18
CHO-K1 Ca PAM	5	16	7	7	15	-16
M5 PAM	0	6	-2	8	-6	-2
CHRM4 antagonist	0	2	-12	-7	6	-30
CHRM4 PAM	-5	-8	-1	7	-7	2
CHRM4 agonist	1	-2	5	2	3	1
CHO-K1 Ca antag	0	-10	-5	-11	-6	23
M1 ag parental	0.5	0.5	2.2	-0.3	2.1	0.0
M5 antag	-4	7	7	-4	19	3
CHRM5 agonist	-1	-2	-3	3	-8	-1

# Along the list, as entered above.
# CHRM5 agonist, compounds 4 to 14: 5, -2, 2, -1, 2, -4, 2, 5, 0, -1, -2

# New compounds follow
19) COCCN(C(=O)COC(=O)c1ccccc1Nc1ccccc1)c1c(N)n(Cc2ccccc2)c(=O)[nH]c1=O
20) Cc1cccc(NS(=O)(=O)c2cc(OCC(N)=O)c(C)cc2Cl)c1
21) CSCCC(NC(=O)c1ccc(Cl)cc1Cl)C(=O)OCC(N)=O (stereo unspecified)
22) CCCCN1C(=O)C(CC(=O)NCc2cccs2)CC(C(=O)N(C)C)=C1C (stereo unspecified)
23) O=C(CCCN=C1NS(=O)(=O)c2ccccc21)OCC(=O)c1ccccc1
24) Cc1ccc(S(=O)(=O)/N=C2\C=C(Nc3cccc(C(=O)O)c3)C(=O)c3ccccc32)c(C)c1

compound no.	19	20	21	22	23	24
CHO-K1 Ca PAM	18	6	21	2	-19	11
M5 PAM	-7	-9	4	1	-5	-4
CHRM4 antagonist	-9	-12	-5	8	-11	-1
CHRM4 PAM	4	-2	0	-4	4	4
CHRM4 agonist	2	9	3	1	4	0
CHO-K1 Ca antag	-4	4	-8	-6	-3	-8
M1 ag parental	1.4	2.1	0.5	0.3	2.6	0.1
M5 antag	12	5	-4	-4	3	12
CHRM5 agonist	-2	28*	1	1	7	-3

25) C/C(=N\NC(=O)CCCNc1ccccc1)c1ccncc1
26) O=C(Cc1cccc(C(F)(F)F)c1)NCc1ccc(Cl)cc1Cl
27) O=C(Nc1ccccc1Cl)C1CC(=O)N(Cc2ccco2)C1 (stereo unspecified)
28) CCN(CC)CCC(=O)N1c2ccccc2CCc2ccc(NC(=O)OC)cc21
29) O=C(NCCc1c[nH]c2ccccc12)c1ccc2nc[nH]c2c1
30) COc1ccc(OC)c(S(=O)(=O)NC(=O)C2(C)CCN2C(=O)Cc2ccccc2)c1 (stereo unspecified)

compound no.	25	26	27	28	29	30
CHO-K1 Ca PAM	-7	13	13	7	4	9
M5 PAM	0	-4	5	-7	-3	3
CHRM4 antagonist	-2	5	0	-1	-1	-11
CHRM4 PAM	12	-12	5	-6	9	10
CHRM4 agonist	1	-3	2	0	2	-1
CHO-K1 Ca antag	0	-9	-7	-7	-5	-7
M1 ag parental	-0.5	0.1	0.7	-0.1	0.5	0.1
M5 antag	4	-4	2	-10	3	-2
CHRM5 agonist	-1	-5	3	-26	3	-1

31) CCOC(=O)C(CCCCCCC(NC(C)=O)(C(=O)OCC)C(=O)OCC)(NC(C)=O)C(=O)OCC
32) COc1ccc(CNC(=O)c2ccc(NS(=O)(=O)c3ccc4[nH]c(=O)[nH]c4c3)cc2)cc1OC
33) CCn1cc(CNC(=O)CCc2nnc(CCC3CCCCC3)o2)cn1
34) COc1ccc(C(=O)NC2CC2)cc1OC1CCN(Cc2ccc(F)cc2)CC1
35) CCCc1nc(SCC(=O)c2ccccc2)c2c(=O)n(C)c(=O)n(C)c2n1
36) O=C(O)C1CCCN1S(=O)(=O)c1ccc2[nH]c(=O)c(=O)[nH]c2c1 (stereo unspecified)

compound no.	31	32	33	34	35	36
CHO-K1 Ca PAM	18	0	-9	-19	15	5
M5 PAM	-3	-10	-1	-16	-2	0
CHRM4 antagonist	-4	-6	-1	11	-2	7
CHRM4 PAM	0	6	9	-2	6	-2
CHRM4 agonist	2	0	1	-1	3	0
CHO-K1 Ca antag	-10	-5	8	8	-6	-1
M1 ag parental	0.3	-0.5	0.1	-0.5	1.3	0.0
M5 antag	21	6	6	9	-1	-1
CHRM5 agonist	0	2	-2	-7	-1	-1

37) CC(=O)Nc1ccc(S(=O)(=O)Oc2ccc(/C=C3\SC(N)=NC3=O)cc2)cc1
38) O=C(COC(=O)CCc1c[nH]c2ccccc12)Nc1cc([N+](=O)[O-])ccc1Cl
39) CCC(C)C(=O)Nc1nnc(CCc2ccccc2)s1 (stereo unspecified)
40) O=C(Nc1ccccc1)c1c2c(nc3ccccc13)CCCC2
41) COc1ccccc1CNC(=O)C(=O)NCC1OCCN1S(=O)(=O)c1ccc(Br)cc1 (stereo unspecified)
42) O=C(c1c(Cl)cccc1Cl)N1CCN(c2ncccn2)CC1

compound no.	37	38	39	40	41	42
CHO-K1 Ca PAM	-1	21	-17	21	-13	14
M5 PAM	-6	-4	-1	-6	-7	-6
CHRM4 antagonist	-1	0	-8	3	-16	14
CHRM4 PAM	6	-3	5	2	-2	-1
CHRM4 agonist	3	4	0	2	10	1
CHO-K1 Ca antag	11	-13	-1	-17	4	-10
M1 ag parental	1.1	4.5	-0.2	1.1	3.0	2.4
M5 antag	3	-4	13	5	7	21
CHRM5 agonist	0	1	-2	-4	0	-1

43) COC(=O)C1(C)NC(c2ccco2)C2C(=O)N(c3ccc(C)cc3)C(=O)C21 (stereo unspecified)
44) COc1ccc(C2=NN(c3nc(-c4ccc(CNC(C)=O)cc4)cs3)C(c3ccco3)C2)cc1 (stereo unspecified)
45) CCCCNC(=O)c1nc(-c2cnccn2)oc1-c1ccc(Cl)cc1
46) C/C(CCc1ccccc1)=N/NC(=O)C(=O)NCc1ccccc1
47) Cc1cc(NC(=O)CC#N)n(-c2ccccc2)n1
48) CCOC(=O)/C(C#N)=N\Nc1ccc(S(=O)(=O)Nc2nc(C)cc(C)n2)cc1

compound no.	43	44	45	46	47	48
CHO-K1 Ca PAM	7	-18	/	-14	-12	14
M5 PAM	5	0	-4	0	-1	9
CHRM4 antagonist	6	4	2	-10	6	6
CHRM4 PAM	-2	-2	-3	17	-2	15
CHRM4 agonist	1	3	8	0	1	0
CHO-K1 Ca antag	-11	0	/	3	-1	-1
M1 ag parental	1.5	0.1	/	-1.1	0.1	-0.1
M5 antag	-2	4	2	-2	6	-10
CHRM5 agonist	0	-2	-3	-6	0	0

49) CCOc1ccccc1N1CCN(Cc2cn[nH]c2-c2ccc(F)cc2)CC1
50) O=C(CSc1nnnn1-c1ccccc1)N1CCCc2ccccc21
51) CCOc1ccc(NC(=S)NC2CC3CCC(C2)N3Cc2ccco2)cc1 (stereo unspecified)
52) Cn1cccc1Cc1nnc(SCC(=O)NC2CCCC2)n1-c1ccc(F)cc1
53) CC1=C(C(=O)OCc2ccccc2)C(c2ccc(Br)cc2)NC(=O)N1CCCCCC(=O)O (stereo unspecified)
54) Cc1nn(C)c(C)c1S(=O)(=O)N1CCC(C(=O)NC2CCCCCC2)CC1

compound no.	49	50	51	52	53	54
CHO-K1 Ca PAM	-6	20	9	14	-15	9
M5 PAM	2	-2	0	-4	11	0
CHRM4 antagonist	3	4	-7	-2	4	-18
CHRM4 PAM	12	-2	0	-1	8	2
CHRM4 agonist	3	3	1	1	3	2
CHO-K1 Ca antag	-4	0	-20	-3	3	-23
M1 ag parental	2.4	1.4	1.4	1.2	-0.5	0.5
M5 antag	8	0	4	6	-2	-3
CHRM5 agonist	19	-4	-9	0	-1	-2

55) CCCc1ncc(C[n+]2ccccc2C)c(N)n1
56) CCc1cc2c(=O)c(-c3nc4ccccc4n3C)c(COCC(=O)O)oc2cc1O
57) CCOc1ccc(NC(=O)CSc2nnc(C)n2CC)cc1
58) Cc1ccc(C(=O)N/N=C\C=C\c2ccc(Br)cc2)cn1
59) C(=C\c1ccccc1)/CN1CCN(C(c2nnnn2C2CCCCC2)C2CC2)CC1 (stereo unspecified)
60) CCOC(=O)c1sc2nc(NC(=O)C3CC3)sc2c1C

compound no.	55	56	57	58	59	60
CHO-K1 Ca PAM	24	8	3	12	19	17
M5 PAM	0	-7	-6	0	-14	-7
CHRM4 antagonist	-9	6	2	-3	-5	-5
CHRM4 PAM	4	-2	-4	0	-4	6
CHRM4 agonist	0	0	1	3	1	0
CHO-K1 Ca antag	-4	-3	-2	11	-20	-7
M1 ag parental	0.3	3.0	0.3	0.1	2.5	1.1
M5 antag	-1	-1	5	-7	5	7
CHRM5 agonist	-1	1	-2	0	-7	2

# Laid out differently: three of the compounds above.
no.	SMILES	CHO-K1 Ca PAM	M5 PAM	CHRM4 antagonist	CHRM4 PAM	CHRM4 agonist	CHO-K1 Ca antag	M1 ag parental	M5 antag	CHRM5 agonist
55	CCCc1ncc(C[n+]2ccccc2C)c(N)n1	24	0	-9	4	0	-4	0.3	-1	-1
56	CCc1cc2c(=O)c(-c3nc4ccccc4n3C)c(COCC(=O)O)oc2cc1O	8	-7	6	-2	0	-3	3.0	-1	1
57	CCOc1ccc(NC(=O)CSc2nnc(C)n2CC)cc1	3	-6	2	-4	1	-2	0.3	5	-2
